# Screens as filed in PubChem.
# RORg inh: ROR gamma (mouse) transcription inhibition | P51450 | Drosophila S2 Gal4-RORgamma UAS-luciferase reporter, 20 h | Potency, µM (highest dose often 53.6 µM), without a hit: top-dose activity change, negative = inhibition, hits mostly inhibitors | 5.4% of 310,000 active | AID 2551; further: potency means the concentration at half of the fitted maximal effect; on the % scale 0 is the no-effect control and ±100 the full control effect; nearly all actives have a fitted effect of over 60% in size
# Target sequence (P51450 whole entry, looked up, the tested form may be a part): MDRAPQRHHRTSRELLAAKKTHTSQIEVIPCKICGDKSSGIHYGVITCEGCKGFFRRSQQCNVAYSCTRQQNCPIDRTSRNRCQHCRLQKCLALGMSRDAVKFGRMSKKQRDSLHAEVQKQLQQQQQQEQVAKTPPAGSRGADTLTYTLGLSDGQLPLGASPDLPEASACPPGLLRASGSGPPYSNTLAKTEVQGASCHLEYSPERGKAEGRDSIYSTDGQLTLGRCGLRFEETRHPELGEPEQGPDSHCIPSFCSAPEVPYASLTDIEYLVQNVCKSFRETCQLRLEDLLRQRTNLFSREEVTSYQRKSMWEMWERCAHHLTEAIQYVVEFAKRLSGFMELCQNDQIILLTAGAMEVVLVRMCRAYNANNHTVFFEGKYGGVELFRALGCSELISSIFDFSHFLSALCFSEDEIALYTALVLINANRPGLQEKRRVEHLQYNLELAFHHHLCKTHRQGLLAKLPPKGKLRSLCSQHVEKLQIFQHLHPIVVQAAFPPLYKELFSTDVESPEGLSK
#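 Drosophila S2 cells stably expressing Gal4-DBD/mouse RORγ fusion under metallothionein promoter plus UAS-luciferase; compound 1 h, then 700 uM CuSO4 induction for 20 h at ambient temperature; inhibition read as reduced luminescence.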
# PKM2 activator: increases activity of human pyruvate kinase M2; P14618; purified PKM2, Kinase-Glo ATP luminescence, activation; response scale: 0% is enzyme alone, no compound; Potency, µM (top dose mostly 57.5 µM), for inactives: at the top dose activation, actives largely listed as activators; 0.34% of 260,000 active; further: potency means the concentration at half of the fitted maximal effect; on the % scale 0 is the no-effect control and ±100 the full control effect; nearly all actives have a fitted effect of over 55% in size
#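 Purified hPK-M2 (>95%) run at intermediate activity with 0.1 mM ADP and 0.5 mM PEP in 50 mM imidazole pH 7.2, KCl, MgCl2; 1 h room temperature. ATP formed read by Kinase-Glo luminescence; normalized to uninhibited and no-enzyme controls.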
# VP16 counter: inhibits Gal4-VP16 luciferase reporter, ROR gamma counter-screen | Drosophila S2 Gal4-VP16 UAS-luciferase, luminescence, 20 h | Potency, µM (doses to about 53.6 µM), for the others: at the highest dose activity, negative = inhibition, actives largely listed as inhibitors | 3.5% of 310,000 active | AID 2546;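 further: Gal4-VP16 expression switched on by copper sulfate through the metallothionein promoter; potency means the concentration at half of the fitted maximal effect; on the % scale 0 is the no-effect control and ±100 the full control effect; nearly all actives have a fitted effect of over 50% in size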
# Menin MLL FP TR: displaces Texas Red mutant MLL peptide from human menin; Menin + Texas Red MLL mutant peptide, fluorescence polarization; Potency, µM (doses to about 61.6 µM), for inactives: at the highest dose FP activity change, negative = inhibition, usual class: inhibitors; 0.23% of 270,000 active; AID 1768; active means well fitted inhibition curve with a large enough effect in the polarisation, with a control signal flat, not every such curve was filed as active; inconclusive means small, poorly fitted or top-dose-only effect, or effect the other way, or a change in a side signal; inactive means no such curve, though single readings can be large or run the other way; the % refers to the polarisation; further: potency means the concentration at half of the fitted maximal effect; % of control where 0% means no effect; many of its hits are not listed in these tables
# Rab9 promoter act: Rab9 promoter activation. Huh7 Rab9 promoter-luciferase reporter, luminescence, 24 h. Potency, µM (titrated, usually from 9.22 µM), without a hit: top-dose activation, negative = inhibition, hits mostly activators. 2.8% of 320,000 active; further: potency means the concentration at half of the fitted maximal effect; % of control where 0% means no effect; nearly all actives have a fitted effect of over 60% in size
#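 Stable Rab9-luc Huh7, 1500 cells/well, 2 h settle; cmpd in DMSO, 24 h, 37 °C/5% CO2; luciferase reagent 10 min RT; luminescence.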
# FLuc counter: inhibits or activates purified firefly luciferase, miR-21 counter-screen; 6.9% of 360,000 active; AID 588342; P08659; purified FLuc, Km substrates, luminescence inhibition; Potency, µM (series often up to 57.5 µM), for inactives: at the top dose activity change, negative = inhibition, hits mostly inhibitors;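 further: potency means the concentration at half of the fitted maximal effect; plate controls were vehicle for no effect and reference inhibitor for full effect; nearly all actives have a fitted effect of over 55% in size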
# Target sequence (P08659 whole entry, looked up): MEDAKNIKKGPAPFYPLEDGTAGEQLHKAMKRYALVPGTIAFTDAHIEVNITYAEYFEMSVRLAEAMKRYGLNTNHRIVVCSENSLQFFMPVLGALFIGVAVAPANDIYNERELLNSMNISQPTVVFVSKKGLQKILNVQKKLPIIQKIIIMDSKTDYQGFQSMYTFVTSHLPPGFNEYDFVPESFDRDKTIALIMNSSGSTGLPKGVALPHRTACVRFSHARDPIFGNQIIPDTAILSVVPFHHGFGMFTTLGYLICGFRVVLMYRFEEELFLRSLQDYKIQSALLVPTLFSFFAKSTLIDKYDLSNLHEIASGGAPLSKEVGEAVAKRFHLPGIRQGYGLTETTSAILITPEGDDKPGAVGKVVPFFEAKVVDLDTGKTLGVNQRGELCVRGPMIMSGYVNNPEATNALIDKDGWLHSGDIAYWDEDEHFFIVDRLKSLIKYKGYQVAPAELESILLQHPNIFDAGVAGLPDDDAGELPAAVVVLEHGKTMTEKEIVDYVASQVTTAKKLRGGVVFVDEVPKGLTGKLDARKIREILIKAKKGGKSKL
#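 Purified P. pyralis luciferase (10nM final) with 10uM D-luciferin and 10uM ATP (Km levels) in 50mM Tris acetate pH 7.5, 10mM Mg acetate, 0.01% Tween-20, 0.05% BSA; qHTS 6-point titration, ~60 µM downward; luminescence read.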
# NPC1 prom act: activates the NPC1 promoter; Potency, µM (titrated, usually from 9.22 µM), for the others: at the top dose activation, usual class: activators; Huh7 NPC1 promoter luciferase reporter, 24 h; 2.4% of 320,000 active; AID 485313;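 further: potency means the concentration at half of the fitted maximal effect; % of control where 0% means no effect; nearly all actives have a fitted effect of over 60% in size; reporter is driven by a mutant NPC1 promoter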
#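 Stable NPC1-promoter luciferase Huh7 line; cpd (DMSO) 24 h, 37 °C, 5% CO2; Amplite luciferase reagent 10 min RT; luminescence readout. qHTS format.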
# MBNL1 CUG block: blocks human MBNL1 binding to CUG repeat RNA; Q9NR56; TR-FRET MBNL1-His/biotin-(CUG)12 binding, 665/545 ratio; Potency, µM (top dose mostly 57.5 µM), for inactives: at the highest dose activity change, negative = inhibition, hits mostly inhibitors; 0.036% of 280,000 active; active means well fitted inhibition curve with a large enough effect in the signal ratio, with a control signal flat, not every such curve was filed as active; inconclusive means small, poorly fitted or top-dose-only effect, or effect the other way, or a change in a side signal; inactive means no such curve, though single readings can be large or run the other way; the % refers to the signal ratio; further: potency means the concentration at half of the fitted maximal effect; on the % scale 0 is the no-effect control and ±100 the full control effect
#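 His-tagged MBNL1 binding to biotinylated (CUG)12 RNA was measured by TR-FRET using terbium anti-His antibody (0.055 ng/ul final) and streptavidin-XL665 (5 nM final). Compounds were titrated 92 nM to 58 uM; 60 min at room temperature.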
# Mito fusion act: inhibitors of mitochondrial division or activators of mitochondrial fusion | S. cerevisiae fusion-defective mutant growth rescue, CellTiterGlo 48 h | Potency, µM (top dose mostly 46.1 µM), for the others: top-dose growth rescue (activation), usual class: activators | 0.23% of 320,000 active;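 further: potency means the concentration at half of the fitted maximal effect; % of control where 0% means no effect; nearly all actives have a fitted effect of over 45% in size; temperature-sensitive fusion mutants such as fzo1-1 at 37 °C on non-fermentable ethanol glycerol medium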
#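 Yeast fusion mutant, YPEG (non-fermentable carbon), compound, 48 h at 37C non-permissive; CellTiterGlo added, 10 min RT, luminescence read. Rescued growth = division inhibition.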
# KCNH2 3.1 inh: blocks the human KCNH2 3.1 channel isoform; U2OS KCNH2 3.1, thallium flux FluxOr; stronger effect = lower value; activity change, % (tested at about 1.8 µM); 0.95% of 340,000 active; AID 720553;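 active means maximum activity change below -70%; inconclusive means maximum activity change from -70% to -50%; inactive means maximum activity change above -50%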;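 further: thallium influx rate constant from kinetic fluorescence after stimulation buffer; on the % scale 0 is the no-effect control and ±100 the full control effect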
#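 Thallium flux via FluxOr fluorescence (Red40 quencher, 45 min loading) in U2OS cells virally expressing the KCNH2 3.1 isoform (1.77 x 10^8 /mL virus, overnight at 37 C). Rate constants from 2-min kinetic reads post-stimulation, normalised to positive and negative controls.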
# ELG1 DNA repair: inhibitors of ELG1-dependent DNA repair in HEK293T cells | AID 504467 | HEK293T ELG1-luciferase reporter, luminescence, 16 h; DNA damage induced by 5-fluorouridine | 2.3% of 330,000 active | Potency, µM (series often up to 46.1 µM), for inactives: at the top dose activity change, negative = inhibition, actives largely listed as inhibitors; further: potency means the concentration at half of the fitted maximal effect; on the % scale 0 is the no-effect control and ±100 the full control effect; nearly all actives have a fitted effect of over 55% in size
#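 Step one: seed 2,000 cells per well. Step two: pin-transfer compound or DMSO alongside 5-fluorouridine. Step three: incubate 16 hr, 37 °C, 5% CO2. Step four: add ONE-Glo, wait 30 min, read luminescence.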
# Starred values were filed as active, the others as inactive; ? = inconclusive; / = no result given; & = joins results of further samples; [ ] = remark or other dose. Unless noted, the call rests on the fitted dose curve; in most records, active means well fitted curve in the direction sought with a large enough effect; inconclusive means small, poorly fitted or top-dose-only effect, or another doubt; inactive means no such curve, though single readings can be large; an effect the other way counts as inactive or inconclusive. These rows are one share of the data; rates above refer to the full screens.
SMILES,RORg inh,PKM2 activator,VP16 counter,Menin MLL FP TR,Rab9 promoter act,FLuc counter,NPC1 prom act,MBNL1 CUG block,Mito fusion act,KCNH2 3.1 inh,ELG1 DNA repair
COc1cccc(NC(=O)c2cc([N+](=O)[O-])ccc2NCc2cccnc2)c1,-6%,5%,-14%,10%,-7%,4%,-2%,?,0%,-10,?
O=C(NS(=O)(=O)c1ccccc1)c1ccccc1O,-13%,-20%,-3%,-7%,-4%,-11%,-2%,?,1%,0,-5%
COc1ccccc1C(=O)NNC(=O)c1ccccc1F,-39%,-1%,-25%,5%,29%,15µM*,?,-8%,-5%,12,?
O=C(CSc1ccccc1Cl)N1CCOCC1,0%,/,3%,4%,-9%,4%,-2%,-7%,-2%,1,9%
Cn1cc(CCC(=O)NCc2ccc(Cl)cc2)c2ccccc21,?,/,-2%,12%,-1%,3%&-16%,-4%,0%,-8%,2,?
CSc1ncccc1C(=O)OCC(=O)N(CC(C)C)C1CCS(=O)(=O)C1 (stereo unspecified),-13%,?,1%,-2%,-4%,-1%,0%,15%,2%,14,1%
CCCCNC(=O)Nc1c(C(=O)OCC)[nH]c2ccccc12,3%,-12%,0%,4%,-45%[inhibitor],1%,7%,2%,1%,13,-1%
CCOC(=O)N1CCC(NC(=O)c2cc(S(=O)(=O)N(CC)CC)ccc2F)CC1,-9%,2%,-5%,-1%,4%,0%,-3%,-1%,2%,-1,-11%
CCOC(=O)C1=C(COC(=O)c2ccc([N+](=O)[O-])o2)NC(=O)NC1C (stereo unspecified),/,/,/,/,2%,3%,5%,/,-1%,1,7%
Cc1cc(NS(=O)(=O)c2ccc(NC(=O)c3cnc(Cl)c(Cl)c3)cc2)nc(C)n1,/,/,/,/,2%,3%,-7%,/,0%,15,-1%
Cc1ccccc1-n1c(SCC(=O)N/N=C/C=C/c2ccccc2[N+](=O)[O-])nc2ccccc2c1=O,31%,-3%,-10%,4%,-4%,1%,-3%,15%,-6%,-7,?
O=C(CCNC(=O)c1ccc(Br)cc1)Nc1cc(Cl)ccc1-n1cncn1,/,/,/,/,5%,-6%,14%,/,1%,11,1%
COc1ccc(NC(=O)CSc2nnc(-c3ccoc3C)n2CCc2ccccc2)cc1,35%,-7%,0%,-21%,-4%,4%,0%,-4%,4%,-9,-8%
CCCNC(=O)/C(C#N)=C1\N=C(NC(=O)c2cccs2)c2ccccc21,26%,9%,?,?,0%,0%,-8%,?,-5%,14,-2%
CC(C)(C)NS(=O)(=O)c1ccc(-c2csnn2)s1,-15%,0%,13%,-6%,1%,1%,0%,-2%,-3%,-6,2%
Cc1ccc(NC(=O)CSCC(=O)Nc2ccc(N3CCOCC3)c(Cl)c2)cc1,-24%,1%,-7%,26%,-7%,?,9%,3%,0%,1,-36%
Cc1ccc2nc(SCC(=O)Nc3cccc([N+](=O)[O-])c3)[nH]c2c1,1%,4%,1%,?,0%,?,-9%,?,7%,-13,-17%
COc1ccc(-c2nc3ccccn3c2C=O)cc1,-24%,-14%,-1%,9%,3.2µM*,11µM*,4µM*,-8%,-6%,13,?
O=C1CC2CS(=O)(=O)CC2N1c1ccc(Cl)cc1Cl (stereo unspecified),-33%,-15%,-6%,-15%,-2%,6%,-4%,-3%,-1%,-4,10%
Cc1cccc(CSc2nnc(-c3cccs3)n2Cc2ccco2)c1,0%,0%,16%,-21%,-6%,-3%,-2%,13%,6%,-12,-9%
COC(=O)C1C(=O)c2c(n[nH]c2C)CC1(C)C (stereo unspecified),-28%,-3%,3%,5%,-3%,-2%,-1%,-1%,-6%,-8,4%
C/C(=N\c1nc2ccccc2n1C)c1cc(Cl)ccc1O,-4%,9%,-3%,8%,-8%,2%,-1%,-7%,-1%,3,-1%
CC(C)[C@H](NC(=O)[C@@H]1Cc2ccccc2CN1)C(=O)NC1CCCCC1,5%,/,-8%,-10%,0%,-1%,-2%,1%,-3%,-10,15%
Cc1ccc(CN(c2ccc(C(=O)N3CCCC3)cc2)S(C)(=O)=O)cc1,31%,0%,0%,-9%,-5%,2%,-1%,-10%,7%,-6,-17%
CC1(C)CC(=O)C2=C(C1)OC1=C(C(=O)CC(C)(C)C1)C2c1ccc(O)cc1O,3.2µM*,?,6.3µM*,19%,-26%,?,-32%[inhibitor],5%,-1%,-7,?
O=C(CNC(=O)c1cc(S(=O)(=O)N2CCCCC2)ccc1N1CCOCC1)Nc1ccc(F)c(F)c1,/,/,/,/,2%,2%,-1%,/,-4%,0,-3%
O=C(NCCNc1ccc([N+](=O)[O-])cc1)c1cccc2c(Br)cccc12,?,1%,0%,?,-1%,0%,2%,6%,6%,-34,-14%
Cc1cc(NC(=O)Nc2cccc3ccccc23)no1,30%&14%,-4%&3%,1%&0%,16%,1%&-4%,-17%&-18%,0%&-1%,17%&2%,-6%&-12%,-8,-8%&8%
O=C(Cn1cc(SCc2ccc(Cl)cc2)c2ccccc21)N1CCOCC1,?,10%,-1%,7%,30%,24µM*,22%,5%,26%,-11,?
COc1cc(C(=O)Sc2ccc(C)cc2)cc(OC)c1OC,-26%,3%,-8%,2%,2%,?,-8%,-5%,-9%,/,-18%
CCOC(Cn1c(SCc2cc(C(C)=O)ccc2OC)nc2ccccc2c1=O)OCC,17%,-5%,-16%,-4%,-5%,1%,0%,0%,0%,-11,10%
NC(=O)CCn1c(C(=O)c2cccc([N+](=O)[O-])c2)c2ccccc2[n+]1[O-],-1%,-1%,-2%,1%,9%,0%,3%,?,1%,2,9%
CCOC(=O)N1CCC(NC(=O)C2CCCN(Cc3nc(-c4cccc(Cl)c4)oc3C)C2)CC1 (stereo unspecified),?,14%,?,-14%,-14%,0%,-16%,4%,2%,-25,9.2µM*
COc1ccccc1C(=O)O/N=C(/c1ccncc1)c1ccc([N+](=O)[O-])cc1,-29%,4%,3%,5%,-1%,-3%,-16%,?,3%,-17,-1%
O=C(Nc1ccc2c(c1)OCO2)c1ccncc1,12%,1%,7%,28%,23%,-19%,14%,-7%,-2%,5,?
c1ccc(C2=NNC(=NC3CC3)SC2)cc1,14µM*,-66%,13µM*,-1%,0.11µM*,1.3µM*,?,1%,-17%,3,?
COc1cccc(C2CC(c3ccc(C)cc3)=NN2C(=O)c2ccccc2F)c1OC (stereo unspecified),?,/,-10%,?,-6%,-3%,-4%,-3%,12%,-10,?
Cc1ccc(C)c(OCCC(=O)OCC(=O)NC(=O)NC2CCCC2)c1,/,/,/,/,-9%,1%,-1%,/,0%,-17,?
CCOc1ccc2nc(NC(=O)CSc3ccc(Cl)cc3)sc2c1,11µM*,2%,?,2%,2%,?,2%,2%,2%,-3,3%
O=S(=O)(Nc1ccc(N2CCOCC2)cc1)c1ccc2ccccc2c1,-6%,-9%,-4%,?,2%,-1%,1%,12%,-1%,-1,-11%
CCCCN(C(=O)Cn1ncc(Cl)c(Cl)c1=O)c1c(N)n(CC(C)C)c(=O)[nH]c1=O,4%,-2%,-3%,/,0%,3%,2%,/,5%,-10,3%
CCN(CC)c1ccc(NC(=O)CN2CCN(CC(=O)Nc3ccccc3F)CC2)cc1,-26%,15%,1%,-27%,-11%,0%,-1%,-1%,-2%,-29,?
COC(=O)[C@@H](N)Cc1ccc(O)cc1,-2%,-1%,-3%,-3%,-4%,2%,-2%,12%,-3%,/,2%
O=C(COC(=O)Cc1n[nH]c(=O)c2ccccc12)NNC(=O)c1ccc(Cl)cc1,/,/,/,/,1%,1%,5%,/,-2%,-2,-1%
CCn1ncc(/C=C/C(=O)C2CC2)c1C,-14%,-4%,-14%,-4%,12%,-5%,1%,7%,-3%,18,?
Cc1cc(=O)oc2cc(NC(=O)c3ccccc3OC(F)F)ccc12,7%,/,0%,/,3.2µM*,?,4µM*,21%,1%,6,?
O=C(c1cc2ccccc2o1)N1CCN(Cc2ccc3c(c2)OCO3)CC1,?,0%,-21%,/,-2%,6%,-7%,-7%,-3%,-5,-7%
Cc1ccc2c(c1)C(c1ccc(O)cc1)(c1ccc(O)cc1)C(=O)N2C,0%,?,6%,1%,-1%,-8%,-1%,-15%,-1%,7,9%
COC(=O)C(Cc1c[nH]c2ccccc12)NC(=O)C(=O)c1c[nH]c2ccccc12 (stereo unspecified),22%,/,21%,/,-6%,-18%,2%,-1%,-3%,-15,-1%
NC(=O)c1cccn1-c1ncc(C(F)(F)F)cc1Cl,-9%,1%,4%,-6%,-4%,-1%,-2%,4%,20%,13,-2%
